Assay outcomes as filed in PubChem BioAssay.
SNCA expr inhib: Primary qHTS assay for inhibitors of alpha-synuclein gene (SNCA) expression; Potency, µM (titrated, usually from 57.2 µM), inactives show at the highest dose activity change, negative = inhibition, actives largely listed as inhibitors; AID 1671194, 2021; HEK-293 SNCA-luciferase knock-in, luminescence, 24 h; actives 0.17% (n = 140,000);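 note: potency is the fitted concentration of half-maximal effect; plate controls were DMSO cells for no effect and cell-free wells for full effect; nearly all actives have a fitted effect of over 45% in size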
GPT2 inh: Primary qHTS assay for inhibitors of Glutamate pyruvate transaminase 2 (GPT2); Alanine aminotransferase 2 (Homo sapiens), Q8TD30; Recombinant GPT2, coupled pyruvate oxidase/HRP Amplex Red fluorescence; Potency, µM (highest dose often 57.7 µM), for the others: at the highest dose activity change, negative = inhibition, usual class: inhibitors; actives 0.25% (n = 100,000); note: potency is the fitted concentration of half-maximal effect; nearly all actives have a fitted effect of over 60% in size; many of its hits are not listed in these tables
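GPT2 10ng/uL, a-KG 250uM, L-Ala 2mM, HEPES pH7.5 + 0.0001% Tween; 30 min RT. Then Amplex mix (PO/HRP/ThPP), 30 min RT dark, fluorescence. AOA 50uM used as positive control.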
FLuc inh: Firefly luciferase inhibition profiling of diverse chemical library using quantitative high-throughput screening. Luciferin 4-monooxygenase (Photinus pyralis), P08659. purified P. pyralis luciferase, luminescence, biochemical. Potency, µM (titrated, usually from 115 µM), for inactives: at the highest dose activity change, negative = inhibition, actives largely listed as inhibitors. actives 2.5% (n = 76,000). AID 1347043, 2019; note: potency is the fitted concentration of half-maximal effect; nearly all actives have a fitted effect of over 65% in size
Target sequence (P08659 whole entry, looked up): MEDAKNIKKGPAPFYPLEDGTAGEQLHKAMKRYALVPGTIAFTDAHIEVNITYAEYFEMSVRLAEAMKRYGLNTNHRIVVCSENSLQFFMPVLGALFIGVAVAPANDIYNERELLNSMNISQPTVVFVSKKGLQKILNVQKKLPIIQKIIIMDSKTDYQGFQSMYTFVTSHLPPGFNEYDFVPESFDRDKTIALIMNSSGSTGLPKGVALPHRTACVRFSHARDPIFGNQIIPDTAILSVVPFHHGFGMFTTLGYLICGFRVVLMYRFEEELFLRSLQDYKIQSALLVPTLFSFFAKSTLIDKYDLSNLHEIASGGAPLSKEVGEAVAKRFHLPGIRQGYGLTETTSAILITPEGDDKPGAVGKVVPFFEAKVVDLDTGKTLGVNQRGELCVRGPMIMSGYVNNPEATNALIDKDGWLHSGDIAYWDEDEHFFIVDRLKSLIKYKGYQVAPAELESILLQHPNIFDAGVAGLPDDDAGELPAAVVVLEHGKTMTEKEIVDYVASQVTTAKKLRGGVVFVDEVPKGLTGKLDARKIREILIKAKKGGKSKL
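Cell-free enzyme assay, 10nM P. pyralis luciferase, luciferin and ATP each at 10uM. Inhibition profiled over a 6-point titration, read as luminescence.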
NIH3T3 tox: Cytotoxic Profiling in NIH 3T3 Cell Line of Diverse Libraries Using Quantitative High-Throughput Screening; NIH 3T3 viability, CellTiter-Glo ATP luminescence, 48-72 h; Potency, µM (titrated, usually from 96.7 µM), without a hit: top-dose activity change, negative = cytotoxicity, most hits filed as inhibitors; actives 4.3% (n = 94,000); AID 1345082, 2018; note: potency is the fitted concentration of half-maximal effect; nearly all actives have a fitted effect of over 55% in size
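NIH 3T3 cells at 400 cells/well received 23 nL of compound by pintool and were incubated 48 or 72 h at 37 °C. Viability was read as ATP-coupled CellTiter-Glo luminescence.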
HEK cytotox: Cytotoxic Profiling in HEK 293 Cell Line of Diverse Libraries Using Quantitative High-Throughput Screening; HEK 293 viability, ATP luminescence (CellTiter-Glo), 48-72 h; Potency, µM (titrated, usually from 115 µM), without a hit: top-dose activity change, negative = cytotoxicity, usual class: inhibitors; actives 6.6% (n = 94,000); AID 1345083, 2018; note: potency is the fitted concentration of half-maximal effect; nearly all actives have a fitted effect of over 60% in size
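Cytotoxicity was scored by loss of ATP-coupled luminescence (CellTiter-Glo) in HEK 293 cells. Compound treatment ran 48 or 72 hr at 37 degree Celsius, 5% CO2, 95% humidity.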
HEK293 viab: GF-AFC viability counterscreen for inhibitors of alpha-synuclein gene (SNCA) expression. HEK-293-SNCA-luc viability, GF-AFC fluorescence, 24 h. actives 0.12% (n = 150,000). Potency, µM (titrated, usually from 57.1 µM), inactives show at the top dose activity change, negative = cytotoxicity, usual class: cytotoxic. AID 1671193, 2021;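 note: potency is the fitted concentration of half-maximal effect; 0% = DMSO-treated cells and -100% = medium-only wells without cells; nearly all actives have a fitted effect of over 30% in size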
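Cytotoxicity counterscreen: after 24 h compound treatment of genome-edited SNCA-luciferase HEK-293 cells, live-cell protease substrate GF-AFC read by fluorescence after 30 min; activity scaled between DMSO (0%) and medium-only (-100%), curves Hill-fitted.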
IP6K1 inh: Primary qHTS assay for small molecule inhibitors of Inositol hexaphosphate kinase 1 (IP6K1). Inositol hexakisphosphate kinase 1 (Homo sapiens), Q92551. IP6K1 kinase, ADP-Glo luminescence, 2 h; hits give low values. activity change, % (series mostly up to about 58 µM). actives 0.81% (n = 140,000). AID 1645851, 2021; in the data active = activity change below about -25%
Target sequence (Q92551 whole entry, looked up): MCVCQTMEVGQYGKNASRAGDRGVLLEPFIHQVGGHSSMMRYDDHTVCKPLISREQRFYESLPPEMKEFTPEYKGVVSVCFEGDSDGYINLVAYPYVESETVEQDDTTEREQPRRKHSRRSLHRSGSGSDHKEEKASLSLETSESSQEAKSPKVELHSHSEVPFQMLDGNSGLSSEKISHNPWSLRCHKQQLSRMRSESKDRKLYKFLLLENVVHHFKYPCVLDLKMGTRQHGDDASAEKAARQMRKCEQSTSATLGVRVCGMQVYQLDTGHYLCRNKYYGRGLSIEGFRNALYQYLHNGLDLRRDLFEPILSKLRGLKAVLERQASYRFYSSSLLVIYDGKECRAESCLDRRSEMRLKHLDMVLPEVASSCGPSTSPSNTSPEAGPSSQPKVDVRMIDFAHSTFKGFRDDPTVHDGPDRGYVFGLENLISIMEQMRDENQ
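ADP-Glo luminescence measures ADP made by human IP6K1 during a 2 h RT reaction with ATP/IP6 (mix at 1.3 mM/130 uM); top library doses 57.5 and 19.1 uM final.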
The depositor's hits bear a star; i = inactive; ? = inconclusive; . = no result given; [ ] = remark or other dose. Unless noted, calls come from the whole dose curve; as a rule, active = well fitted curve in the direction sought with a large enough effect; inconclusive = small, poorly fitted or top-dose-only effect, or another doubt; inactive = no such curve, though single readings can be large; an effect the other way counts as inactive or inconclusive. Unless noted, % is set by controls: 0 for no effect and ±100 for the full control effect.

1. COc1ccc(-c2cc3nc4c(c(=O)n3[nH]2)CCN(C(=O)c2ccccc2C)C4)cc1
2. O=C(c1ccc2c(c1)OCO2)N1CCC2(CC1)NC(=O)N(c1ccccc1Cl)N2
3. Fc1cc(F)cc(Cc2nc3nccc(-c4cc5ccccc5o4)n3n2)c1
4. CCC1Oc2ccc(NC(=O)COC)cc2CN(Cc2cc(F)cc(F)c2)C1=O (centres undefined)
5. O=C(NCC12CCC=C1N(CC1CC1)C(=O)CC2)C1CCOCC1 (centres undefined)
6. Cc1ccc(C2(O)CCN(C(=O)c3ccc4ncccc4c3)CC2)nc1
7. Cc1ccc(NC(=O)CSCn2nnc3c(=O)[nH]c(Cc4ccc(F)cc4)nc32)c(C)c1
8. CN(C)C(=O)N1CCCC1C(=O)N1CCC(N2CCOCC2=O)CC1 (centres undefined)

Assay by compound | 1 | 2 | 3 | 4 | 5 | 6 | 7 | 8
SNCA expr inhib | -11% | -17% | -25% | -24% | 57%[activator] | -4% | 33%[activator] | -8%
GPT2 inh | i | ? | -11% | -27% | i | -8% | . | 1%
FLuc inh | ? | 10% | 5% | 3% | 0% | 1% | . | .
NIH3T3 tox | ? | ? | i | -18% | -9% | -19% | . | 0%
HEK cytotox | -25% | ? | 8% | -22% | -5% | -18% | . | i
HEK293 viab | 1% | 8% | -1% | 2% | 6% | 10% | -6% | -3%
IP6K1 inh | 36 | -5 | -9 | 3 | 32 | -16 | -3 | 22

9. COc1ccc(-c2nc(C3CC(=O)N(Cc4ccccc4OC)C3)no2)c(C)c1 (centres undefined)
10. CN(C)C(=O)C1CCCN(Cc2cccc(-c3cccs3)c2)C1 (centres undefined)
11. COc1ccc(CN2C[C@@H](C(N)=O)[C@H](c3nc(C)no3)C2)cc1Cn1cccn1
12. COc1cccc(NCCC2(c3ccccc3)CC(C)(C)OC(C)(C)C2)c1
13. CCOC(=O)c1sc2ncn(CC(=O)Nc3ccc(C)cc3Br)c(=O)c2c1C
14. O=C(Nc1ccccc1F)NC1CCc2nn(CC3CC3)c(=O)n2CC1 (centres undefined)
15. CSc1cccc(NC(=O)Cn2cnc(S(=O)(=O)N3CCCC3)c2)c1
16. CN(CCc1noc(C2CN(C(=O)CN3CCCCCC3)C2)n1)S(C)(=O)=O

Assay by compound | 9 | 10 | 11 | 12 | 13 | 14 | 15 | 16
SNCA expr inhib | -32% | 72%[activator][87.6 µM] | -12% | . | -9% | 0% | 21% | 6%
GPT2 inh | ? | i | i | i | . | 5% | . | ?
FLuc inh | -10% | . | 7% | . | . | . | . | 6%
NIH3T3 tox | ? | ? | -2% | . | . | -22% | . | i
HEK cytotox | ? | 100µM* | 3% | . | . | -9% | . | 6%
HEK293 viab | -13% | 2%[87.6 µM] | 2% | ? | 19% | -1% | 5% | 1%
IP6K1 inh | 19 | -11 | -6 | -11 | 0 | 10 | 10 | -2

17. CN1CC2(CCN(Cc3ccc(CCC(C)(C)O)cc3)CC2)OC1=O
18. Cc1ccccc1OCc1ccc(-c2nc(C#N)c(N3CCN(c4ccccc4)CC3)o2)o1
19. O=[S+]([O-])(c1cccs1)N1CCCC2(CC(c3cccc(C(F)(F)F)c3)=NO2)C1 (centres undefined)
20. COc1cccc(CNc2ncnc3c2CN(C2CCCC2)C(=O)CN3C)c1
21. CCCN(C)c1nccnc1OC1CCN(C(=O)c2ccc(OC)cc2)C1 (centres undefined)
22. CN(Cc1ccccc1)C(=O)c1cc2c(=O)n(C)c3ccccc3c2s1
23. COc1ccc(C(=O)NC[C@H]2COCc3nc4cc(C(F)(F)F)ccc4n32)cc1
24. COCC(=O)N1CCN(c2nc3ncccc3o2)CC1

Assay by compound | 17 | 18 | 19 | 20 | 21 | 22 | 23 | 24
SNCA expr inhib | 13% | ? | -16% | -12% | 181%[activator] | -3% | -25%[87.6 µM] | 1%[87.6 µM]
GPT2 inh | -6% | . | 4% | i | -13% | . | -4%[88.5 µM] | i
FLuc inh | 8% | . | . | . | 40µM* | . | -13%[172 µM] | 3%[172 µM]
NIH3T3 tox | i | . | -38% | ? | -23% | . | ? | -17%[138 µM]
HEK cytotox | 3% | . | ? | -1% | 45µM* | . | ? | -3%[172 µM]
HEK293 viab | 1% | 10% | 6% | -14% | -11% | 12% | ? | -3%[87.6 µM]
IP6K1 inh | 8 | 1 | 5 | -4 | -2 | 0 | -8 | -4

5 compounds picked at random from the list so far, as already listed:
1. COc1ccc(-c2cc3nc4c(c(=O)n3[nH]2)CCN(C(=O)c2ccccc2C)C4)cc1
14. O=C(Nc1ccccc1F)NC1CCc2nn(CC3CC3)c(=O)n2CC1 (centres undefined)
7. Cc1ccc(NC(=O)CSCn2nnc3c(=O)[nH]c(Cc4ccc(F)cc4)nc32)c(C)c1
4. CCC1Oc2ccc(NC(=O)COC)cc2CN(Cc2cc(F)cc(F)c2)C1=O (centres undefined)
12. COc1cccc(NCCC2(c3ccccc3)CC(C)(C)OC(C)(C)C2)c1

Assay by compound | 1 | 14 | 7 | 4 | 12
SNCA expr inhib | -11% | 0% | 33%[activator] | -24% | .
GPT2 inh | i | 5% | . | -27% | i
FLuc inh | ? | . | . | 3% | .
NIH3T3 tox | ? | -22% | . | -18% | .
HEK cytotox | -25% | -9% | . | -22% | .
HEK293 viab | 1% | -1% | -6% | 2% | ?
IP6K1 inh | 36 | 10 | -3 | 3 | -11

More structures follow:
25. CNc1ccc(C)cc1C(=O)N1CCC2(CCCN(C)CC2)CC1
26. COc1ccc(CN2CCOc3nc(-c4cccc(N(C)C)c4)ncc3C2=O)cc1
27. O=C(c1ccc(C(F)(F)F)cc1)N1CCC(C(=O)N2CCC(N3CCOCC3=O)CC2)CC1
28. CCn1cc2nc(SCC(=O)Nc3ccc(C)cc3)n(Cc3ccc(C)cc3)c(=O)c2n1
29. C=CC(C)=C[C@@]1(C)SC(=O)C(C)=C1O
30. CC(=O)N1CC2(CCN(CCCn3ccnc3C)CC2)CC1C(=O)O (centres undefined)
31. CC(C)(C)CC(=O)N1CCN2C(=O)c3cc(-c4ccc5c(c4)OCO5)ccc3NC(=O)[C@H]2C1
32. Cc1ccc(C)c(NC(=O)CSc2cn(CC(=O)N3CCCCC3)c3ccccc23)c1

Assay by compound | 25 | 26 | 27 | 28 | 29 | 30 | 31 | 32
SNCA expr inhib | 11% | 82%[activator][87.6 µM] | 13% | -30% | -4% | 5% | ? | -22%
GPT2 inh | i | -7%[88.5 µM] | i | . | i | 0% | -24% | .
FLuc inh | 9% | -14%[172 µM] | . | . | . | -12% | 10% | .
NIH3T3 tox | -13% | ? | -23% | . | . | 0% | -18% | .
HEK cytotox | -28% | ? | ? | . | . | i | ? | .
HEK293 viab | -2% | 9%[87.6 µM] | 5% | -15% | 11% | 5% | 6% | ?
IP6K1 inh | 8 | -12 | 2 | 10 | . | 6 | 6 | 2

33. COc1ccccc1-c1ccc(C(=O)O)cc1
34. CCc1cccc(NC(=O)CN2C(=O)NC(c3ccc(Cl)cc3)C3=C2COC3=O)c1 (centres undefined)
35. CNC(=O)c1cc[nH]c1C1CCCN(C(=O)NC(C)(C)C)C1 (centres undefined)
36. CCOc1cccc(CN2CC(Oc3ccccc3C(=O)NC3CC3)C2)c1
37. CC(C)CCN1CCNC(=O)C1CC(=O)N(Cc1cnn(C)c1)C1CC1 (centres undefined)
38. COCCCNc1ccc2nnc(-c3ccc(C)cn3)n2n1
39. COc1cccc(-n2c(=O)c3cc(OC)c(OC)cc3n(CC(=O)Nc3ccc(F)cc3)c2=O)c1
40. COc1ccc(C2(C(=O)N(C)Cc3ccc4c(c3)OCO4)CCOCC2)cc1

Assay by compound | 33 | 34 | 35 | 36 | 37 | 38 | 39 | 40
SNCA expr inhib | -17%[87.6 µM] | ? | -29% | 13% | -10% | 23%[87.6 µM] | -2% | 14%
GPT2 inh | 2%[88.5 µM] | 3% | i | 0% | i | 1%[88.5 µM] | . | 4%
FLuc inh | . | -4% | -10% | 1% | -3% | 1%[172 µM] | . | .
NIH3T3 tox | -6%[138 µM] | 25µM* | -2% | ? | -7% | 89µM* | . | ?
HEK cytotox | -1%[172 µM] | ? | -10% | ? | -9% | -8%[172 µM] | . | ?
HEK293 viab | 0%[87.6 µM] | -15% | -13%[12.5 µM] | -9% | -4% | -9%[87.6 µM] | -4% | -3%
IP6K1 inh | -18 | 0 | 3 | -13 | -6 | -10 | 22 | -9

41. CN(Cc1cccc(C(F)(F)F)c1)Cc1cccs1
42. CN(Cc1cc(-c2ccccc2)on1)C(=O)CN1C[C@@H]2CC[C@H](CC1=O)N2
43. CC(C)COc1cc(=O)n2c(c1C(=O)NC1CCN(C)CC1)CCCCC2
44. CCOc1cc(=O)n2c(c1C(=O)NCc1ccccc1F)CCCCC2
45. Cc1noc(-c2cccs2)c1C(=O)NCCCCc1ccccc1
46. CC(O)CN1CC2(CCC1=O)CCN(CCCn1ccnc1)CC2 (centres undefined)
47. COCC(=O)N(C)Cc1cccc(C(F)(F)F)c1
48. Cc1cc(C(=O)N2CCc3c(nc(C)nc3N(C)C)C2)c2cccc(C)c2n1
49. CN(c1ncnc2c1c(-c1ccccc1)cn2-c1ccc(F)cc1)C1CCCCC1
50. Cn1nc(C(=O)N2CCCC(CN3CCCC3)CC2)c2ccccc21 (centres undefined)

Assay by compound | 41 | 42 | 43 | 44 | 45 | 46 | 47 | 48 | 49 | 50
SNCA expr inhib | 5%[87.6 µM] | -10% | 20% | 6% | 5% | 19% | -5%[87.6 µM] | ? | -27% | 21%
GPT2 inh | i | -40% | i | i | 4% | -15% | i | -14% | . | i
FLuc inh | . | -7% | 0% | -4% | 2% | 0% | 0%[172 µM] | 3% | . | 2%
NIH3T3 tox | 4%[138 µM] | -19% | i | -3% | ? | i | i | ? | . | -21%
HEK cytotox | i | -10% | 0% | -6% | ? | 0% | i | ? | . | -17%
HEK293 viab | -2%[87.6 µM] | 8% | 4% | 10% | -1% | 4% | 12%[87.6 µM] | -8% | 10% | -22%
IP6K1 inh | 3 | 8 | 13 | 6 | -10 | 2 | -17 | -6 | -1 | 1

Two of these compounds in another layout:
Each structure is followed by: SNCA expr inhib, GPT2 inh, FLuc inh, NIH3T3 tox, HEK cytotox, HEK293 viab, IP6K1 inh
45) Cc1noc(-c2cccs2)c1C(=O)NCCCCc1ccccc1
→ 5%, 4%, 2%, ?, ?, -1%, -10
44) CCOc1cc(=O)n2c(c1C(=O)NCc1ccccc1F)CCCCC2
→ 6%, i, -4%, -3%, -6%, 10%, 6
